Screens as filed in PubChem BioAssay.
Mtb RmlCD inh = blocks M. tuberculosis RmlC and RmlD coupled enzymes; actives 0.03% (n = 160,000); P9WH09+P9WH11; RmlC+RmlD coupled enzyme assay, percent inhibition; primary screen in compound mixtures; inhibition, % at 3.6 µM; in the data active = inhibition mostly above about 34%, no sharp cut-off; inconclusive = no clear call, values can overlap the other calls; inactive = mostly below about 22%; also: some results filed as inactive read as strong as hits
Target sequence (P9WH09 whole entry, looked up): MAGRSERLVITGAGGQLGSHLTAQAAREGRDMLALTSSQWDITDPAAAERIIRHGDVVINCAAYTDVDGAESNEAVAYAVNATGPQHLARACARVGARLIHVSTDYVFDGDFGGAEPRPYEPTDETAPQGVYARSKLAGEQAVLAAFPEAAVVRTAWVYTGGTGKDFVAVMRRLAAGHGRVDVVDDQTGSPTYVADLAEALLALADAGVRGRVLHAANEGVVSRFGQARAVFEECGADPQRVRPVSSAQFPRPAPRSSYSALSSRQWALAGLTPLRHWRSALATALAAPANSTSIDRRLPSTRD
Target sequence (P9WH11 whole entry, looked up): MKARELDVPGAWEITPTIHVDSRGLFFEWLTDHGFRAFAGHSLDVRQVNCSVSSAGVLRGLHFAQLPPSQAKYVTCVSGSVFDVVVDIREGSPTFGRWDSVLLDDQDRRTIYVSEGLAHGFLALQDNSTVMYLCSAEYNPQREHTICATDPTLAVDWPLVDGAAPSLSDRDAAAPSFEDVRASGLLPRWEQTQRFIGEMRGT
M. tuberculosis GlmU = inhibition of mycobacterial GlmU enzyme – biochemical, glucosamine-1-phosphate acetyltransferase (AID 1376); inhibition, %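 (tested at 30 µM in the primary screen)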; hits with a dose series show IC50 in µM; actives 0.25% (n = 220,000); M. tuberculosis GlmU acetyltransferase enzyme assay; higher % means a stronger effect; in the data active = inhibition above about 13%; inconclusive = no clear call, values can overlap the other calls;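 also: 0% = complete reaction with vehicle and 100% = reaction without substrate; strong numbers were not always called active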
* marks the source's active call; other numbers are inactive results; ? = inconclusive; · = not tested or not shown. Not all compounds are listed; the hit share may differ from the screen's.

The opening two records as a preview:
1: Cc1cc(CC(C)C)n(-c2nc3ccccc3c(=O)n2OCC(=O)N(C)C)n1
2: COC(=O)C1=C(C)NC(C)=C(C(=O)OC)C1c1ccc(OC(=O)c2ccco2)cc1
entry no.	1	2
Mtb RmlCD inh	-8	·
M. tuberculosis GlmU	4.4%	3.1%

The whole of this part, previewed entries included:
1: Cc1cc(CC(C)C)n(-c2nc3ccccc3c(=O)n2OCC(=O)N(C)C)n1
2: COC(=O)C1=C(C)NC(C)=C(C(=O)OC)C1c1ccc(OC(=O)c2ccco2)cc1
3: O=C(NCc1ccco1)c1sc2ccccc2c1Cl
4: COc1ccc(C(=O)C2CCCN(C(=O)Cn3ccc(C)n3)C2)cc1OC (stereo not given)
5: C=CCOc1ccc(/C=C2\SC(=S)N(CCC(=O)O)C2=O)cc1
6: CC(C)(C)C(=O)Nc1cc(S(=O)(=O)N2CCCCC2)ccc1N1CCCCC1
entry no.	1	2	3	4	5	6
Mtb RmlCD inh	-8	·	·	-1	·	14
M. tuberculosis GlmU	4.4%	3.1%	-1.4%	1.3%	-0.5%	2.4%

7: O=[N+]([O-])c1ccc2nc(-c3ccccn3)[nH]c2c1
8: CCCCCCCN1N=C(C)C(C(=O)c2ccccc2)C1=O (stereo not given)
9: CN(C)S(=O)(=O)Nc1ccc(C(=O)O)cc1
10: Cc1ccccc1NS(=O)(=O)c1ccc(OCC(=O)N2CCCC2)cc1
11: Cc1onc(-c2ccccc2)c1C(=O)Nc1ccc(N2CCOCC2)cc1
12: CCc1nc(N2CCCC2)c(C#N)c2c1CCCC2
entry no.	7	8	9	10	11	12
Mtb RmlCD inh	-10	9	-4	·	0	?
M. tuberculosis GlmU	9.9%	·	0.8%	4.7%	-6.1%	-4.4%

13: Fc1ccccc1-n1c(-c2ccc3ccccc3n2)n[nH]c1=S
14: O=C(c1cccc(Cl)c1)N1CCC(c2nc3ccccc3[nH]2)CC1
15: O=C(Nc1nc(-c2cc3ccccc3oc2=O)cs1)c1ccco1
16: CCOc1cc(C(=O)NCC(=O)N/N=C/c2sccc2C)cc(OCC)c1OCC
17: Cc1ccc(NC(=S)N(Cc2cccc(Br)c2)CC2CCC(C(=O)O)CC2)cc1Cl (stereo not given)
18: CN(Cc1ccccc1)S(=O)(=O)c1ccc(NC(=S)NC(=O)C2CCCC2)cc1
entry no.	13	14	15	16	17	18
Mtb RmlCD inh	·	-3	·	-8	-9	1
M. tuberculosis GlmU	-5.7%	2.4%	7.0%	-2.3%	-2.1%	0.0%

19: COc1ccccc1/C=N/NC(=O)CCn1cnc2ccccc21
20: Cc1cccc2cc(CNCc3ccccc3)c(Cl)nc12
21: O=c1c(O[C@@H]2O[C@H](CO)[C@H](O)[C@H](O)[C@H]2O)c(-c2ccc(O)c(O)c2)oc2cc(O)cc(O)c12
22: COc1ccc(C(=O)NCc2nnc(SCC(=O)NCc3ccc(F)cc3)o2)cc1
23: O=C(CN(CC1CCCO1)C(=O)CNS(=O)(=O)c1ccc(F)cc1)NCc1ccco1 (stereo not given)
24: COc1ccc(N2CC(=O)N(c3ccc(OC)c(OC)c3)CC2=O)cc1OC
entry no.	19	20	21	22	23	24
Mtb RmlCD inh	12	7	2	-48	-8	13
M. tuberculosis GlmU	-0.4%	-2.3%	·	3.2%	7.9%	9.2%

25: CCCCn1c(O)c(C(C)=NCc2ccc(F)cc2)c(=O)[nH]c1=O
26: COCCNC(=O)c1cnn2c1NC(c1ccco1)CC2C(F)(F)F (stereo not given)
27: NC(=O)[C@@H]1CCCCNc2c(F)cc([N+](=O)[O-])cc2C(=O)N[C@@H](CCCN=C(N)N)C(=O)NCC(=O)N1
28: CC(C)(C)C(=O)n1nc(-c2ccccc2)oc1=O
29: CC(=O)NCc1ccc(S(=O)(=O)NC(C(=O)O)C(C)C)cc1 (stereo not given)
30: CN(C)/C=C(\C#N)S(=O)(=O)C(C)(C)C
entry no.	25	26	27	28	29	30
Mtb RmlCD inh	-11	·	·	·	-8	6
M. tuberculosis GlmU	-2.8%	-6.2%	-9.1%	-3.5%	-4.0%	-0.2%

31: Cc1c(NC(=O)CCC2CCCCC2)c(=O)n(-c2ccccc2)n1C
32: O=C(Nc1cccc(Cl)c1)C1CCCN(S(=O)(=O)c2ccc(F)cc2)C1 (stereo not given)
33: CCc1ccc(C(C)NC(=O)/C=C/c2ccc(Br)cc2)cc1 (stereo not given)
34: COc1ccc(C(=O)Nc2ccc(C)cn2)c(OC)c1
35: Cc1ccc(C)n1Cc1ccccc1Cl
36: Cc1nc([N+](=O)[O-])nn1C12CC3CC(CC(Br)(C3)C1)C2
entry no.	31	32	33	34	35	36
Mtb RmlCD inh	-1	4	11	-7	·	-7
M. tuberculosis GlmU	4.4%	-0.1%	0.3%	-1.0%	5.5%	-1.9%

37: COc1ccc(-c2nn(C)c(=O)c3ccccc23)cc1NC(=O)COc1ccc(C)cc1
38: CC(=O)Nc1ccccc1C(=O)N1CC2(C)CC1CC(C)(C)C2 (stereo not given)
39: C/C(N)=C(/C#N)C(=O)CSc1nnc(COc2cc(C)ccc2C)o1
40: CCOC(=O)Cn1c(=O)oc2cc(S(=O)(=O)NCCc3ccc(OCC)c(OCC)c3)ccc21
41: NC(=O)C1CCN(C(=O)CSc2ccsc2[N+](=O)[O-])CC1
42: CC(C(=O)N1c2ccc(F)cc2CCC1C)N1C(=O)c2ccccc2C1=O (stereo not given)
entry no.	37	38	39	40	41	42
Mtb RmlCD inh	-12	3	-13	10	2	13
M. tuberculosis GlmU	1.8%	-0.1%	7.7%	-2.5%	-5.2%	5.7%

Ordered by molar mass (ascending): some entries from above.
3: O=C(NCc1ccco1)c1sc2ccccc2c1Cl
8: CCCCCCCN1N=C(C)C(C(=O)c2ccccc2)C1=O (stereo not given)
13: Fc1ccccc1-n1c(-c2ccc3ccccc3n2)n[nH]c1=S
14: O=C(c1cccc(Cl)c1)N1CCC(c2nc3ccccc3[nH]2)CC1
36: Cc1nc([N+](=O)[O-])nn1C12CC3CC(CC(Br)(C3)C1)C2
5: C=CCOc1ccc(/C=C2\SC(=S)N(CCC(=O)O)C2=O)cc1
26: COCCNC(=O)c1cnn2c1NC(c1ccco1)CC2C(F)(F)F (stereo not given)
11: Cc1onc(-c2ccccc2)c1C(=O)Nc1ccc(N2CCOCC2)cc1
entry no.	3	8	13	14	36	5	26	11
Mtb RmlCD inh	·	9	·	-3	-7	·	·	0
M. tuberculosis GlmU	-1.4%	·	-5.7%	2.4%	-1.9%	-0.5%	-6.2%	-6.1%

42: CC(C(=O)N1c2ccc(F)cc2CCC1C)N1C(=O)c2ccccc2C1=O (stereo not given)
10: Cc1ccccc1NS(=O)(=O)c1ccc(OCC(=O)N2CCCC2)cc1
32: O=C(Nc1cccc(Cl)c1)C1CCCN(S(=O)(=O)c2ccc(F)cc2)C1 (stereo not given)
2: COC(=O)C1=C(C)NC(C)=C(C(=O)OC)C1c1ccc(OC(=O)c2ccco2)cc1
16: CCOc1cc(C(=O)NCC(=O)N/N=C/c2sccc2C)cc(OCC)c1OCC
21: O=c1c(O[C@@H]2O[C@H](CO)[C@H](O)[C@H](O)[C@H]2O)c(-c2ccc(O)c(O)c2)oc2cc(O)cc(O)c12
40: CCOC(=O)Cn1c(=O)oc2cc(S(=O)(=O)NCCc3ccc(OCC)c(OCC)c3)ccc21
27: NC(=O)[C@@H]1CCCCNc2c(F)cc([N+](=O)[O-])cc2C(=O)N[C@@H](CCCN=C(N)N)C(=O)NCC(=O)N1
entry no.	42	10	32	2	16	21	40	27
Mtb RmlCD inh	13	·	4	·	-8	2	10	·
M. tuberculosis GlmU	5.7%	4.7%	-0.1%	3.1%	-2.3%	·	-2.5%	-9.1%

Further records
43: CCOC(=O)c1ccc(NC(=S)N2CCCC2)cc1
44: Cc1ccc(CCN2CC(C(=O)NCc3cccnc3)CC2=O)cc1 (stereo not given)
45: COc1ccc(NC(=O)Cc2c(Cl)cccc2Cl)cn1
46: C=CCn1c(=S)sc2c(=O)[nH]c(C)nc21
47: O=C(O)CNCC1COc2ccccc2O1 (stereo not given)
48: O=C(CCNS(=O)(=O)c1cccs1)N1CCCCCC1
entry no.	43	44	45	46	47	48
Mtb RmlCD inh	·	·	2	2	7	·
M. tuberculosis GlmU	-1.4%	-1.0%	1.6%	2.8%	2.0%	2.3%

49: CC(c1ccccc1)C(Cc1nc2ccccc2[nH]1)c1nc2ccccc2[nH]1 (stereo not given)
50: CC(C)Nc1c([N+](=O)[O-])c(=O)oc2ccccc12
51: S=C(NCCCN1CCOCC1)N1CCN(c2nc(-c3ccccc3)cs2)CC1
52: CN1CCN(c2ccc(CNC(=O)c3cc4ccccc4o3)cc2)CC1
53: CCOc1ccc(C(=O)NC(=S)NCc2cccnc2)cc1[N+](=O)[O-]
54: COCCOc1cc(-n2ccnc2SC)c(Cl)cc1Cl
entry no.	49	50	51	52	53	54
Mtb RmlCD inh	-2	-10	·	·	-13	2
M. tuberculosis GlmU	-4.0%	1.2%	-2.3%	2.8%	2.2%	6.4%

55: Cc1ccc(-c2cc(C(=O)N3CCCc4ccccc43)c3ccccc3n2)cc1
56: CC(NC(=O)CC1Nc2ccccc2NC1=O)c1ccccc1 (stereo not given)
57: Cn1cc(/C=N\O)nc2c(=O)n(-c3ccccc3)c(=O)nc1-2
58: Cc1ccnc(NC(=O)c2ccc3c(c2)S(=O)(=O)c2ccccc2C3=O)c1
59: COc1ccc2c(c1OC)C(=O)N(c1ccc(O)cc1)C2=O
60: CCOc1ccccc1NC(=O)COC(=O)CNS(=O)(=O)c1ccc(C)cc1
entry no.	55	56	57	58	59	60
Mtb RmlCD inh	-9	·	-3	-3	-10	9
M. tuberculosis GlmU	1.4%	1.3%	3.5%	1.5%	1.5%	-1.8%

61: O=Cc1ccc(OCc2cccc(C(F)(F)F)c2)cc1O
62: COCCn1c(CN2CCN(c3ccccc3F)CC2)nc2c1c(=O)n(C)c(=O)n2C
63: CCc1cc2c(=O)c(-c3nc4ccccc4[nH]3)coc2c(CN2CCCCC2C)c1O (stereo not given)
64: OC(COc1cccc2ccccc12)CN1CCN(c2ccccc2Cl)CC1 (stereo not given)
65: CCc1c(C)sc(NC(=O)OC)c1C(N)=O
66: CCC(C)(C)C(=O)Nc1cccc(Cl)c1C
67: O=C(CNC(=O)c1ccco1)OCc1ccc(Cl)cc1
68: O=c1[nH]c(=O)n(Cc2ccco2)c2c1C(C(F)(F)F)(C(F)(F)F)N=C(CCC1CCCCC1)N2
69: C/C(CC(C)C)=N\Oc1nc(C)cc(C)n1
entry no.	61	62	63	64	65	66	67	68	69
Mtb RmlCD inh	-9	·	4	0	3	8	-7	·	7
M. tuberculosis GlmU	0.9%	2.1%	-8.0%	2.1%	6.0%	1.7%	-2.0%	-0.1%	-1.6%
